HIV RNase H inh – inhibitors of HIV-1 reverse transcriptase RNase H. P04585. RT-RNase H RNA/DNA duplex cleavage, fluorescence. 65,000 tested, 1.9% active. inhibition, % at 10 µM; in the data active = inhibition above about 50%
RmlCD inh mix – mixture blocks RmlC and RmlD coupled enzyme activity | RmlC/RmlD coupled enzyme inhibition, 384-well mixture HTS | AID 1532 | 110,000 tested, 0.39% active | inhibition, % at 5.5 µM; in the data active = inhibition above about 30%, passing the limit was not always enough; inconclusive = no clear call, values can overlap the other calls; also: strong numbers were not always called active
Numbers without * were called inactive; u = inconclusive; x = no result given.

Screens in order – HIV RNase H inh, RmlCD inh mix
- CN(C)C(=O)N1CCN(C(=O)N2CCOCC2)CC1
→ x, -13.1
- O=C(Cc1nc2ccccc2[nH]1)NCc1ccco1
→ -4.5, -8.7
- O=S(=O)(c1ccc(Cl)s1)N1CCN(C/C=C/c2ccccc2)CC1
→ -1.4, 3.7
- O=S(=O)(c1cccc(-c2nnc(-c3cccnc3)o2)c1)N1CCCCC1
→ -17.9, 3.4
- COC1CCCCC1NS(=O)(=O)c1ccc(Cl)cc1 (centres undefined)
→ 0.1, -10.2
- CCOc1ccccc1NC(=O)c1ccc(S(=O)(=O)N2CCOCC2)cc1
→ -2.1, x
- O=C(O)COc1ccc(/C=N/NC(=O)C2CCCN2S(=O)(=O)c2ccc(Cl)cc2)cc1 (centres undefined)
→ x, -5.9
- Cc1ccc(S(=O)(=O)NC(=O)NCc2ccc(Cl)cc2)cc1
→ x, -14.9
- CCc1nnc(NC(=O)CSc2nnc(-c3ccoc3C)n2-c2cccc(C)c2)s1
→ 0.1, -134.4
- Nc1nc2ccc(C(=O)Nc3ccccc3)cc2s1
→ -7.3, x
- COC(=O)c1cc2c(cc1NC(=O)CSCCc1ccccn1)OCO2
→ 12.1, -14.8
- CCOC(=O)C1CCN(c2ncnc3c2cnn3-c2ccccc2)CC1
→ -0.2, -10.2
- CCCC(c1nnnn1C1CCCC1)N1CCN(C(=O)c2ccco2)CC1 (centres undefined)
→ -0.3, -11.4
- COc1ccc(S(=O)(=O)n2ccc(C)n2)cc1C
→ x, 10.8
- COc1ccc(OC)c(C(c2nnnn2CC2CCCO2)N2CCN(C3CCCC3)CC2)c1 (centres undefined)
→ -7.1, 0.9
- COC(=O)C1=C2SC(C)C(=O)N2C(N)=C(C#N)C1c1cc(OC)c(OC)c(OC)c1 (centres undefined)
→ 21.4, 8.7
- Nc1nc(SCC(=O)Nc2ccccc2Sc2ccc(Cl)cc2)n[nH]1
→ x, -6.0
- CCOC(=O)C(NCc1ccccc1)(NC(=O)c1ccccc1)C(F)(F)F (centres undefined)
→ x, 4.9
- CC(O)[C@H]1CN=C(N)N1CC(C)(C)C (some centres undefined)
→ x, 4.4
- COc1cccc2c(=O)c(C(=O)NCc3cccs3)c[nH]c12
→ 8.0, 6.0
- Cc1ccc(Nc2cnn(C34CC5CC(CC(CC(=O)O)(C5)C3)C4)c(=O)c2Cl)cc1
→ x, 130.9
- COc1ccc(-n2cnnc2SCC(=O)Nc2ccc(N3CCOCC3)cc2)cc1
→ x, -33.9
- CCCCCC(=O)Nc1cccc(C2=NOC3(C2)C[C@H](C(N)=O)N(C(=O)CC#N)C3)c1 (some centres undefined)
→ x, 4.7
- CC12CCC(C(=O)N3CCCCCC3)(OC1=O)C2(C)C (centres undefined)
→ x, 3.9
- O=C(NCCCN1CCN(Cc2ccccc2)CC1)C1CCN(S(=O)(=O)N2CCCC2)CC1
→ -16.5, 10.5
- O=C(CSc1nnc(-c2ccc(O)cc2)n1Cc1ccco1)N1CCc2ccccc2C1
→ -13.1, -10.0
- CC(C)NC(=O)c1ccc2c(=O)n(Cc3ccco3)c(=S)[nH]c2c1
→ x, 5.3
- c1cnc(-c2nnc3n2CCCCC3)cn1
→ -8.1, 2.3
- Cc1nc2c(C(=O)NCCC(C)C)c[nH]n2c(=O)c1Cc1ccccc1F
→ x, -8.7
- COc1ccc(-c2nnc(SCC#CCO)o2)cc1OC
→ -12.5, -5.1
- COc1ccc(C)cc1S(=O)(=O)N(CC(=O)N1CCOCC1)Cc1ccccc1
→ -4.5, -20.9
- CCOC(=O)CSc1nnc(CNC(=O)c2ccc(OC)cc2OC)n1C
→ 6.0, -7.8
- Cc1ccc(C(=O)NC(=S)Nc2ccc(S(=O)(=O)N(C)c3ccccc3)cc2)cc1
→ x, 10.3
- O=C(NCc1ccccn1)c1c(O)c2cccc3c2n(c1=O)CC3
→ 4.4, x
- CCC(Oc1ccc2ccccc2c1)C(=O)O (centres undefined)
→ 1.2, -77.0
- c1cnc(N2CCSCC2)nc1
→ 0.5, 4.9
- N=c1ncn(CC(O)CN2CCOCC2)c2nc(N3CCOCC3)[nH]c12 (centres undefined)
→ -3.9, x
- CN(C1CCCCC1)S(=O)(=O)c1ccccc1
→ -47.4, 5.7
- CCc1nc(SCC(=O)c2ccc(Cl)s2)c2oc3ccccc3c2n1
→ x, -21.1
- CCc1c(C(=O)Nc2cc(C)cc(C)c2)[nH]c(C)c1C(C)=O
→ x, 14.7
- Cc1ccc(SCCN2CCN(CCc3ccccc3)CCC2=O)cc1
→ x, 8.9
- c1ccc(Cc2nn[nH]n2)cc1
→ -2.4, -12.9
- Cc1cccc(N(CC(=O)N/N=C/c2cc([N+](=O)[O-])ccc2Cl)S(C)(=O)=O)c1C
→ x, -17.7
- COc1ccc(CNC(=O)c2ccc3nccnc3c2)cc1
→ 4.9, -14.6
- NC(=O)C1(N2CCCCC2)CCN(C2CC(=O)N(Cc3ccc(N4CCCC4=O)cc3)C2=O)CC1 (centres undefined)
→ x, -6.8
- COC(=O)c1ccc(CSc2nc(C)nc3c2c(=O)n(C)c(=O)n3C)o1
→ -5.5, 2.5
- COc1cc(NC(=O)Cc2nn(C)c(=O)c3ccccc23)cc(OC)c1
→ -6.1, -12.7
- CC(=O)c1ccc(-c2ccccc2[C@H]2[C@H]3C=CC[C@@H](C)[C@@H]3C(=O)N2Cc2ccccc2)cc1
→ x, -9.8
- CCOC(=S)N/C(=N\S(=O)(=O)c1ccc(C)cc1)c1ccccc1
→ x, 14.1
- O=C(Cn1cc2c(n1)CCCCC2)N1CCCCC1
→ 0.0, -8.2
- COc1ccc(-c2[nH]c(-c3ccc(F)cc3)nc2SCC(=O)NCc2ccco2)cc1OC
→ -11.2, 9.1
- c1cncc(-c2nnc3sc(-c4ccco4)nn23)c1
→ -26.9, -12.8
- C=CCOC(=O)C(=O)/C=C/c1coc2ccccc2c1=O
→ x, -7.4
- COc1cccc(CNC(=O)C2CCN(C(=O)N(C)C)CC2)c1
→ -1.4, 2.6
- Cc1ccc(Cl)c(OCC(=O)NCc2ccco2)c1
→ x, 10.7
- O=C(CCCC(=O)n1cnc2ccccc21)n1cnc2ccccc21
→ -4.6, 7.0
- O=C1Cc2ccccc2C(=O)N1Cc1ccccc1
→ x, -16.6
- C=CCNC(=O)c1onc(CSc2ccccc2)c1C(=O)NCC=C
→ x, 0.1
- COc1ccc(OC)c(-n2nnnc2SCC(=O)NCc2ccc3c(c2)OCO3)c1
→ -40.0, 107.4
- COc1ccc(C(O)Cn2c(=N)n(CCCN(C)C)c3ccccc32)cc1 (centres undefined)
→ -8.4, -10.1

Continued:
Screens in order – HIV RNase H inh, RmlCD inh mix
- COc1ccc(CCNC(=O)c2cnc3ccccn3c2=O)cc1
→ x, -10.6
- CN(C)c1ccc(-c2cc([C@H]3[C@@H]4C=CCC[C@@]4(C)C(=O)N3Cc3ccccc3)ccc2F)cc1
→ x, -30.8
- CC(C)OCCCNCc1cccs1
→ x, -7.0
- CC(C)(C)NCC1(CO)SC(N)=NC1=O (centres undefined)
→ 1.0, 1.2
- CCOC(=O)C1=C(C)NC(=O)NC1c1cn(-c2ccccc2)nc1-c1cccs1 (centres undefined)
→ 3.6, -9.1
- Cc1cc(C)c(Cn2c(=O)n(CCCC(=O)NCc3ccco3)c(=O)c3sccc32)c(C)c1
→ x, 4.8
- CCCCc1nnc(NC(=O)C(C)Sc2nc(C)cc(=O)[nH]2)s1 (centres undefined)
→ x, 5.8
- CC1(C)CC(=O)c2cc(OCC(=O)NCC3CCCO3)ccc2O1 (centres undefined)
→ -83.0, 32.5
- O=C(OCC(=O)N1CCN(C(=O)c2ccco2)CC1)c1cc(=O)c2ccccc2o1
→ -6.1, -11.1
- CN(C)C(CNS(=O)(=O)c1ccc(Br)cc1)c1cccnc1 (centres undefined)
→ 2.2, -14.9
- Cc1ccc(C2=CSC3=NS(=O)(=O)CCN23)cc1C
→ x, 8.2
- COc1ccc(CN2CCN(c3ccccc3)CC2)c(C)c1C
→ -4.1, 4.0
- ONC(=Nc1ccc(Cl)cc1)c1ccccc1
→ x, 6.3
- COCCn1c(SCc2nc3cc(OC)c(OC)cc3c(=O)[nH]2)nnc1-c1ccncc1
→ x, -3.2
- CCn1cc(C(=O)NCc2ccco2)c(=O)c2cc(S(=O)(=O)N3CCCCCC3)ccc21
→ -24.1, 5.0

Three entries picked at random from the list so far:
Screens in order – HIV RNase H inh, RmlCD inh mix
- COCCn1c(SCc2nc3cc(OC)c(OC)cc3c(=O)[nH]2)nnc1-c1ccncc1
→ x, -3.2
- CCn1cc(C(=O)NCc2ccco2)c(=O)c2cc(S(=O)(=O)N3CCCCCC3)ccc21
→ -24.1, 5.0
- COc1ccc(CN2CCN(c3ccccc3)CC2)c(C)c1C
→ -4.1, 4.0

New compounds follow:
Screens in order – HIV RNase H inh, RmlCD inh mix
- Cc1ccc(C(=O)COC(=O)CNC(=O)c2ccco2)cc1
→ 2.3, 3.4
- Cc1cc(C)cc(-n2c(C)cc(/C=N/NC(=O)CN(c3c(C)cccc3C)S(C)(=O)=O)c2C)c1
→ x, -0.9
- CCCOc1ccc(NC(=O)C2CCCNC2=O)cc1 (centres undefined)
→ -7.2, -7.0
- Cc1cc(C)c2c3c(sc2n1)C(=O)N(C)CC(=O)N3
→ 7.9, -4.8
- CCOC(=O)c1c(NC(=O)CC(C)C)sc(C(C)=O)c1C
→ x, -7.9
- Cc1cc(C)nc(NC2=NCC(=O)N2c2ccc3c(c2)OCCO3)n1
→ -1.9, -16.1
- Cc1c(/C(O)=C2/C(=O)C(=O)N(CCN3CCOCC3)C2c2cccs2)cnn1-c1ccccc1 (centres undefined)
→ 1.6, 4.0
- CC(C)NC(=O)CN(CCc1ccccc1)S(C)(=O)=O
→ 1.1, -4.0
- COc1ccc(-c2cccc(C(=O)NCC(=O)O)c2)cc1
→ x, -4.9
- Clc1cccc(CSc2nnc(-c3ccccn3)n2Cc2ccco2)c1
→ -29.7, 3.6
- COc1ccc2ccccc2c1CN1CCN(C(=O)c2ccccc2)CC1
→ -23.5, -181.9
- COc1ccc(NC(=O)NCc2ccccn2)cc1
→ x, -17.6
- CCOc1ccc(NC(=O)CSc2nnnn2CC(=O)O)cc1
→ -3.4, 1.2
- Cc1c(NC(=O)C2CCN(S(=O)(=O)c3ccc(Cl)cc3)CC2)c(=O)n(-c2ccccc2)n1C
→ x, -9.3
- Cc1csc2c(=O)n3c(nc12)CCCCC3
→ 0.8, -8.2
- CC(C)C1C(C#N)=C(N)Oc2n[nH]c(-c3ccccc3)c21 (centres undefined)
→ -39.3, 5.5
- CCn1c(SCC(N)=O)nc2sc3c(c2c1=O)CCCC3
→ x, -16.0
- CCCOc1ccc(C2C(C(=O)c3ccc(C)o3)=C(O)C(=O)N2Cc2cccnc2)cc1 (centres undefined)
→ 14.4, -29.8
- Cc1ccc(P(=O)(CC(=O)O)c2ccc(C)cc2)cc1
→ -6.0, -13.6
- COc1ccccc1OCCSc1nnnn1-c1ccc(C)cc1
→ -38.1, 3.9
- COc1ccc(/C=N/NC(=O)CO/N=C(\C)c2cccs2)cc1
→ x, -4.0
- COC(=O)[C@@]1(Cc2ccc(OC)cc2)[C@H]2c3cc(C(=O)N(C)C)n(Cc4c(CO)[nH]cc(C)c4=O)c3C[C@H]2CN1C(=O)c1ccccc1
→ x, 6.1
- COc1ccc(S(=O)(=O)N(CC(=O)N2CCN(C)CC2)c2ccccc2)cc1OC
→ -12.8, 3.9
- O=C(CN1CCOCC1)N1CCc2ccccc2C(c2ccccc2)C1 (centres undefined)
→ -8.0, -16.3
- O=P(O)(O)COc1ccccc1O
→ -7.9, 1.7
- CCOCCn1c(CN(Cc2ccccc2)Cc2ccccc2)nc2c1c(=O)n(C)c(=O)n2C
→ 0.6, -5.4
- O=C(Cn1c(=O)oc2ccccc21)Nc1ccc2c(c1)OCCO2
→ -0.9, 11.2
- O=c1c2ccccc2c2ccccc2c(=O)n1CC1CCCO1 (centres undefined)
→ -53.9, 0.1
- N#CC(c1ccc(Cl)cc1)c1ccc(Cl)nn1 (centres undefined)
→ x, -1.6
- CCOC(=O)C1=C(C)N(C)C(C)=C(C(=O)OCC)C1c1cccnc1
→ -13.1, 8.4
- CCCC(=O)Nc1ccc(NC(=O)C2CC2)cn1
→ -8.3, x
- O=C(Nc1nnc(C2CC2)s1)C1Cc2ccccc2CN1S(=O)(=O)c1cccs1 (centres undefined)
→ 58.9*, -13.5
- COc1ccc(OC)c(C2=NO[C@@H]3C(=O)N(c4cc(Cl)ccc4OC)C(=O)[C@H]23)c1
→ -3.6, 31.5
- COCCNC(=O)C(C)N(c1ccc(Oc2ccccc2)cc1)S(C)(=O)=O (centres undefined)
→ -8.1, 3.6
- COc1ccc(C2C=C(c3ccc(Br)cc3)Nc3nc(N4C(=O)CCC4=O)nn32)cc1 (centres undefined)
→ -6.9, u
- CN1CCN(c2nc3c(c(=O)[nH]c(=O)n3C)n2CCSc2nc3ccccc3s2)CC1
→ -8.2, 3.0
- CC1CCN(c2nc3c(c(=O)n(C)c(=O)n3C)n2Cc2ccccc2)CC1
→ 0.1, -0.4
- CCn1cc([N+](=O)[O-])c(C(=O)Nc2ccc3c(c2)OCCO3)n1
→ x, 6.7
- C=CCSc1nnc(-c2cc3c(-c4ccccc4)nn(C)c3s2)n1C
→ x, -27.9
- Cc1ccc(C(=O)Nc2ccc(S(=O)(=O)N3CCc4ccccc43)cc2)o1
→ -15.4, -9.2
- Cc1onc(-c2c(Cl)cccc2Cl)c1C(=O)NCCCN1CCOCC1
→ -6.1, 6.7
- O=C(Nc1ccc(O)cc1)C1CC=CCC1 (centres undefined)
→ x, 6.3
- Cc1nn(CC(=O)O)c(C)c1C
→ -2.2, 5.8
- COCc1nnc(SCC(=O)Nc2cccc(Cl)c2C)n1-c1ccccc1
→ -32.8, -15.1
- O=C(O)c1cc2cc(OCc3ccccc3)ccc2[nH]1
→ -6.7, 0.9
- Cc1cccc(C)c1NC(=O)c1cc2c(=O)c3ccccc3oc2nc1C(F)(F)F
→ x, 1.5
- Cc1cc(C(=O)N2CCN(c3ncccn3)CC2)cs1
→ -4.0, -12.4
- O=C(O)c1ccc(C2SCC(=O)N2Cc2ccccc2)cc1 (centres undefined)
→ 0.4, 4.5
- COc1cccc(-c2nc(NC(C)(C)C)c3ccccc3n2)c1O
→ 0.6, -8.1

From PubChem

This is a subset, so the mix of outcomes need not match the whole.
